High-throughput results from PubChem.
TEAD-YAP block: TEAD-YAP interaction inhibition; HEK-TIYL cells, TEAD-Gal4/YAP UAS-luciferase luminescence; inhibition, % at 9.12 µM; hit rate 1.4% among 640,000; AID 1259422; in the data active means inhibition above about 32%;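 further: 0% = median of test compound wells and 100% = reference inhibitor wells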
MITF inh: human MITF inhibition, primary screen. hit rate 0.91% among 650,000. O75030. AlphaScreen MITF homodimerization, bead proximity signal. inhibition, % at 2.6 µM; in the data active means inhibition above about 50%;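 further: 0% = vehicle wells with protein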
Target sequence (O75030 whole entry, looked up): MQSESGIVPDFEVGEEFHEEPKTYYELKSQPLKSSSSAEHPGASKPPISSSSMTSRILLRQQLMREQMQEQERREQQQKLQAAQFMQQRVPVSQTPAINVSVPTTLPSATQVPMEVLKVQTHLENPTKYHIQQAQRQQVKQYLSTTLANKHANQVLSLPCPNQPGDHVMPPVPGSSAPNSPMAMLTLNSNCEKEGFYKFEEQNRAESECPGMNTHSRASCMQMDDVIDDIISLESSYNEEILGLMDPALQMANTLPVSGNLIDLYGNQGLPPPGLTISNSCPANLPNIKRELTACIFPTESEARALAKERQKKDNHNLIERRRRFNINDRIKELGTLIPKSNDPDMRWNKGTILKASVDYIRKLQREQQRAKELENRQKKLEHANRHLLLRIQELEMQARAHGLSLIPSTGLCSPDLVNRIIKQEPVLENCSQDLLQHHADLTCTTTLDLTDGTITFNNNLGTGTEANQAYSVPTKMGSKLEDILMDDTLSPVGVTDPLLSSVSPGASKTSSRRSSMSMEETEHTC
GPR151 ag: human GPR151 activation; Q8TDV0; hit rate 1% among 650,000; PathHunter beta-arrestin GPR151 cells, luminescence; AID 1508602; activation, % at 11.2 µM; in the data active means activation above about 4.9%;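 further: 0% = median of compound wells and 100% = cells with positive control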
Target sequence (Q8TDV0 whole entry, looked up): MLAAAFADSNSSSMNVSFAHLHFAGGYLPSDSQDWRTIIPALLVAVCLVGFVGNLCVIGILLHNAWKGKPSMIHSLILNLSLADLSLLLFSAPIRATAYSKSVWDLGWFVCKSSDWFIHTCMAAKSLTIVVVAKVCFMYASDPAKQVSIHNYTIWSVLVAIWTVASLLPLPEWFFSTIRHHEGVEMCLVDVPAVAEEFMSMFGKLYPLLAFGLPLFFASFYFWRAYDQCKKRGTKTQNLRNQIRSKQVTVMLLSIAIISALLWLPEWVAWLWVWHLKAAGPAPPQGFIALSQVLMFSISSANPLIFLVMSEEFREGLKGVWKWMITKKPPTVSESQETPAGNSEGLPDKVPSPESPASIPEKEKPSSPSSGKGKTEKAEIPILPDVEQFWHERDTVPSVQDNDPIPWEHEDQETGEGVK
FBW7 act: activators of human E3 ligase FBW7 | Q969H0 | AlphaScreen FBW7–phospho-cyclin E peptide binding, activator screen | normalized activity (activation), % at 26.1 µM | hit rate 0.13% among 650,000; in the data active means normalized activity above about 1.9%;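 further: purified mutant Fbw7 with reduced substrate affinity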
The depositor's hits bear a star; & = joins results of further samples.

Molecule | TEAD-YAP block | MITF inh | GPR151 ag | FBW7 act
O=C(CC(c1ccccc1)c1ccccc1)NCC1OCCc2ccccc21 (centres undefined) | -3 | -3 | 0.5 | -0.2
COc1ccc(CN2CCC(C(=O)NCC3CCCO3)CC2)cc1 (centres undefined) | 4 | 10 | -0.9 | 0.1
Cc1ccc(Cl)c2c1NC(=O)C2(O)CC(=O)c1ccc(Cl)s1 (centres undefined) | 5 | 15 | -0.4 | 0.8
CN(C)c1ccc(-c2ccc(OC3CCN(c4ncnc5nc[nH]c45)CC3)cc2)cn1 | 26 | 29 | 3.3 | 0.1
Cc1cc(C)cc(NC(=S)N(Cc2ccc(Cl)cc2)Cc2ccc(C(=O)O)cc2)c1 | 6 | 8 | 0.8 | 0.2
CC(C)N1C(=O)CCC1C(=O)NCCc1ccc(Cl)cc1 (centres undefined) | -2 | 1 | 3.1 | 0.5
CCCCCC(=O)NC(=S)NNC(C)=O | 0 | 8 | 0.5 | -0.2
CCCCCNC(=O)c1cc(S(=O)(=O)N2CCCC2)ccc1F | -13 | -12 | -0.6 | 0.1
C=CCN1C(=O)/C(=C\c2cccc(Cl)c2)C(C(=O)OC)=C1C | 0 | -6 | 0.1 | -0.2
COc1ccc(/C(N)=N/OC(=O)c2ccc(C)cc2Cl)cc1OC | 2 | 11 | 3.1 | -0.1
O=S(=O)(CCc1nc2ccccc2[nH]1)c1ccc(Cl)c(Cl)c1 | -8 | -9 | -0.1 | -0.1
Cc1ccc(N2C(=O)CSC2c2ccc(Cl)cc2Cl)cc1Cl (centres undefined) | -20 | -13 | 2.1 | -0.4
Cc1ccc(C(C)C)c(OCC(=O)Nc2ccc(S(=O)(=O)N3CCOCC3)cc2)c1 | 1 | 8 | 0.8 | 0.6
Cc1cc2c(cc1S(=O)(=O)Nc1ncccc1C)OCCN2C | -4 | 4 | 6.3* | -0.2
CC1CNCCN1S(=O)(=O)c1cccc2cnccc12 (centres undefined) | 2&7 | -3&-3&2 | 0.8&-1.8&0.8 | -0.1&0.1&0.1
CCc1cccc(C)c1-n1nnnc1C(C)(C)Nc1ccccc1 | -9 | -8 | 0.0 | 0.0
COC(=O)C12CC3CC(CC(NC(=O)c4ccc5nc[nH]c5c4)(C3)C1)C2 | 9 | 12 | -0.1 | 0.0
O=C(Cc1ccc2c(c1)OCCO2)Nc1ccc(-c2nnc3n2CCCCC3)cc1 | -1 | 8 | -1.5 | 0.1
CCN(Cc1ccccc1)C(=O)CC(=O)N(CC)Cc1ccccc1 | -2 | 6 | -1.0 | -0.1
CC1=CC(C)(C)Nc2ccc(OC(=O)c3ccccc3[N+](=O)[O-])cc21 | 5 | 10 | -2.3 | -0.2
CC/C(Cc1ccccc1)=N/NC(=O)CCC(=O)Nc1cccc(C)c1 | 10 | 5 | -0.4 | 0.0
COc1cc(C(c2nnnn2C(C)(C)C)N2CCC(C(N)=O)CC2)cc(OC)c1OC (centres undefined) | 6 | -4 | 0.6 | 0.0
CCSc1nnc(-c2c[nH]c3ccccc23)n1CC | 8 | 15 | -1.3 | 0.2
Cc1ccc(C2(c3ccc(C)cc3)CC2C(=O)Nc2ccc(Cl)c(Cl)c2)cc1 (centres undefined) | -7 | 9 | 0.3 | 0.2
CCOC(=O)C1CCN(c2c(NCc3cccc(OC)c3)c(=O)c2=O)CC1 | 3 | -10 | 4.2 | -0.1
O=C(O)c1cc2cccc(S(=O)(=O)N3CCOCC3)c2cc1O | 4 | 14 | -1.5 | 0.0
Clc1ccc(CN2CCC[C@H]2c2nc3ccc(-c4ccncc4)cc3n2Cc2ccc(Cl)cc2)cc1 | 2 | -8 | -1.0 | -0.5
CCN(c1cccc(C)c1)c1ncnc2c1cnn2-c1ccc(Cl)cc1 | 30 | 3 | -1.2 | 0.1
COc1ccccc1-c1cc(C(=O)N2CCC(C)CC2)no1 | -23 | -3 | 0.0 | -0.1
COc1ccc2c(CNCc3ccco3)c(C(=O)O)n(Cc3ccc(F)cc3)c2c1 | 2 | 8 | -1.4 | 0.2
C=CCOC(=O)C1=C(C)OC(N)=C(C#N)C1c1ccc([N+](=O)[O-])cc1 (centres undefined) | 0 | -3 | 0.8 | 0.0
COCCCNC(=O)c1cccc(NC2=NC3CS(=O)(=O)CC3S2)c1 (centres undefined) | 7 | 12 | 1.6 | 0.2
COc1ccc(-c2cc(-c3cccs3)c(C#N)c(SCC(N)=O)n2)cc1 | 1 | -9 | -0.8 | 0.0
C/C(=C\C(=O)c1ccc(Cl)cc1)NC(CO)C(O)c1ccc([N+](=O)[O-])cc1 (centres undefined) | 2 | 7 | 0.7 | -0.1
C/C(=N\NC(=O)COc1cccc(C)c1)c1ccc(Cl)cc1 | 3 | 6 | -1.4 | 0.1
Cc1ccc(CC(C)CC(=O)Nc2cc(C)ccc2C)cc1 (centres undefined) | 5 | 3 | 0.0 | 0.0
COC(=O)c1ccc(N2C(=O)CC(N3CCN(C45CC6CC(CC(C6)C4)C5)CC3)C2=O)cc1 (centres undefined) | -10 | 0 | 0.5 | 0.0
O=C(NCc1cccnc1)C(=O)Nc1ccc(F)cc1F | -2 | -8 | -1.1 | 0.0
CCOC(=O)c1ccc(Oc2nc(NC)nc(SC)n2)cc1 | -16 | 9 | 1.9 | 0.0
Cc1cccc(OCc2nnc(SCC(=O)N3CCCC(C)C3)n2C)c1 (centres undefined) | 9 | 12 | -0.2 | 0.0

6 records drawn at random from the list so far:
Molecule | TEAD-YAP block | MITF inh | GPR151 ag | FBW7 act
Clc1ccc(CN2CCC[C@H]2c2nc3ccc(-c4ccncc4)cc3n2Cc2ccc(Cl)cc2)cc1 | 2 | -8 | -1.0 | -0.5
COc1ccc2c(CNCc3ccco3)c(C(=O)O)n(Cc3ccc(F)cc3)c2c1 | 2 | 8 | -1.4 | 0.2
C/C(=C\C(=O)c1ccc(Cl)cc1)NC(CO)C(O)c1ccc([N+](=O)[O-])cc1 (centres undefined) | 2 | 7 | 0.7 | -0.1
CCOC(=O)c1ccc(Oc2nc(NC)nc(SC)n2)cc1 | -16 | 9 | 1.9 | 0.0
CC/C(Cc1ccccc1)=N/NC(=O)CCC(=O)Nc1cccc(C)c1 | 10 | 5 | -0.4 | 0.0
COCCCNC(=O)c1cccc(NC2=NC3CS(=O)(=O)CC3S2)c1 (centres undefined) | 7 | 12 | 1.6 | 0.2

Next section
Molecule | TEAD-YAP block | MITF inh | GPR151 ag | FBW7 act
COc1ccc(C(=O)NN/C(C)=C/C(=O)c2cccnc2)cc1 | -16 | -7 | 0.6 | -0.2
CC1=CC(=Nc2c(C)n(C)n(-c3ccccc3)c2=O)c2ccccc2C1=O | -14 | 1 | 0.2 | 0.4
Cc1cccc(C2N(Cc3ccccc3)CCN2Cc2ccccc2)n1 | 6 | -3 | 0.0 | -0.3
CCOC(=O)c1sc(NC(=O)c2ccc3ncsc3c2)c(C(=O)OCC)c1C | -14 | 0 | 1.6 | 0.0
COC(=O)CSc1nnc(COc2cccc3cccnc23)n1-c1ccccc1 | 1 | 10 | 1.1 | 0.0
CCCOc1ccc(/C=C2\C(=O)N(c3ccc(C)cc3)C(C)=C2C(=O)OCC)cc1OCC | -9 | -4 | 0.0 | -0.2
O=C1CC(n2c(=S)oc3ccccc32)C2COC1O2 (centres undefined) | 1 | 2 | 1.3 | -0.2
CCOC1=CC(c2ccc3c(c2)OCO3)CC(=O)c2c(C)oc(C)c21 (centres undefined) | 12 | 57* | 0.4 | -0.2
Cc1ccc(C)c(NC(=S)NCCO)c1 | 1 | -6 | 0.6 | 0.0
Cc1cccc(C(C)C)c1NC(=O)c1cc2ccccc2o1 | 17 | 1 | 2.8 | 0.1
CC(C)CCCC(C)C1CCC2C3CC=C4CC(OC(=O)Oc5ccccc5)CCC4(C)C3CCC12C (centres undefined) | 0 | -5 | -0.9 | 0.1
Oc1ccccc1C1CC(c2cccs2)=NC(c2ccncc2)N1 (centres undefined) | -5 | 8 | 0.9 | 0.0
O=C(CCSc1ccccc1)Nc1nc(-c2cccnc2)cs1 | -3 | -10 | -0.7 | 0.1
O=C(COC(=O)C1CCC(=O)N1)Nc1ccc([N+](=O)[O-])cc1Cl (centres undefined) | -4 | -12 | 1.3 | -0.1
N#CCSc1nc2nccnc2c(=O)n1Cc1ccccc1Cl | -7 | 12 | -0.1 | 0.2
CCOC(=O)/C(C#N)=N/Nc1cc(C)ccc1OC | 3 | 20 | -1.3 | 0.1
CN(C(=O)COc1cc(=O)n(C)c2ccccc12)c1ccccc1 | -6 | 8 | 0.2 | -0.1
CCCOc1ccc(/C(O)=C2/C(=O)C(=O)N(CCCN(C)C)C2c2ccc(F)cc2)c(C)c1 (centres undefined) | 2 | -4 | 5.3* | -0.1
COC(=O)c1ccc(NC(=O)c2cc(Br)cc(C)c2OC)cc1 | -11 | -6 | 0.5 | 0.0
COc1cc(C2C(C#N)=C(N)OC3=C2C(=O)CC(C)(C)C3)cc(Br)c1OC (centres undefined) | 3 | 13 | -0.6 | 0.2
COc1cc([N+](=O)[O-])ccc1NC(=O)c1ccccc1I | 10 | 14 | 3.5 | -0.1
Cc1oc2c(cc(NS(=O)(=O)c3ccc(Br)cc3)c3ccccc32)c1C(=O)OC(C)C | 5 | 8 | -0.1 | 0.1
COc1ccc(C(=O)Nc2ccccc2C(=O)O)cc1N | 12 | 3 | -3.3 | 0.0
O=c1c(/C=N/O)cc2cccc3c2n1CCC3 | 1 | 4 | 0.6 | 0.7
Cc1cc(NS(=O)(=O)c2ccc(NC(=O)c3ccc(C(=O)Nc4ccc(S(=O)(=O)Nc5cc(C)on5)cc4)cc3)cc2)no1 | 3 | -6 | -1.1 | 0.0
Cc1cc(-c2nc3cccnc3s2)ccc1NC(=O)c1ccc2ccccc2n1 | -18 | 19 | -1.7 | 0.0
CCS(=O)(=O)N1Cc2ccccc2CC1C(=O)Nc1ccccc1N1CCOCC1 (centres undefined) | -7 | 7 | -2.0 | 0.8
CC(C)[C@H](CO)n1c(=O)[nH]c2ncc(-c3cccc4ncccc34)nc21 | -6 | -8 | -0.1 | -0.3
CC(N[C@@H]1CCCC[C@H]1O)C(=O)O (some centres undefined) | -3 | 6 | 0.8 | 0.1
[O-][n+]1c2c(nn1-c1ccccc1)/C(=N\O)CCC2 | 3 | 5 | -1.2 | 0.0
CCc1ccc2[nH]c(=O)c(CN(Cc3nnnn3CCOC)C3CCCC3)cc2c1 | 6 | 14 | 1.4 | 0.2
COc1cccc(OC)c1OCCCc1c(C)n[nH]c1C | -6 | -5 | 2.5 | 1.1
COc1ccc(C)cc1NS(=O)(=O)c1ccc(Br)s1 | -12 | -9 | 1.3 | 0.6
CCOC(=O)c1sc(N)c(C#N)c1COC(=O)C1CSC2(C)CCC(=O)N12 (centres undefined) | -3 | -6 | -0.3 | -0.1
O=C(/C=C\c1ccccc1)NC(=S)Nc1ccc([N+](=O)[O-])cc1O | -12 | 4 | -0.4 | -0.2
O=C(Nc1ccc(F)cc1F)c1cccc(N2C(=O)c3ccccc3C2=O)c1 | -2 | 17 | -2.8 | 0.4
Cc1ccc2ccc(C(Nc3ccccn3)c3ccc(C)c(C)c3)c(O)c2n1 (centres undefined) | 10 | 9 | -0.4 | 0.0
Cc1ccc2c(c1)nnn2C1CCN(C(=O)NCc2ccccc2)CC1 | 5 | -14 | -0.3 | 0.0
O=c1[nH][n+](-c2ccccc2)no1 | 5 | 5 | -1.2 | -0.1
CCOc1ccccc1NC(=O)C(C)N1C(=O)c2ccccc2C1=O (centres undefined) | -2 | 2 | 0.2 | -0.3

The list continues:
Compound | TEAD-YAP block | MITF inh | GPR151 ag | FBW7 act
CC(=O)Nc1ccc2oc(-c3cccnc3)nc2c1 | -48 | 2 | -0.6 | 0.8
C=CCc1cccc(CNc2ccc(S(=O)(=O)Nc3nc(C)cc(C)n3)cc2)c1O | 19 | 14 | -0.9 | 0.1
Cc1sc(NC(=O)c2cc3cc(Br)ccc3oc2=O)nc1-c1ccc(Br)cc1 | 4 | 0 | 1.4 | -0.1
CCc1ccc(/C=C(\C#N)S(=O)(=O)c2ccccc2)cc1 | -7 | 8 | -2.1 | 0.1
CN(C)c1ccc(/C=C(\C#N)C(=O)OCC(=O)Nc2ccc(S(N)(=O)=O)cc2)cc1 | 3 | 11 | -1.2 | -0.1
CC(=O)COC(=O)c1cccc(-n2c(=O)c3ccccc3c3ccccc3c2=O)c1 | 0 | -7 | -0.5 | 0.2
CCCS(=O)(=O)N1CC(=O)N(c2ccc(C)cc2)C(C)(C(=O)NC2CCCCCC2)C1 (centres undefined) | 4 | 2 | 2.8 | -0.1
CCN1CCN(/C=C2\C(=O)Oc3ccccc3C2=O)CC1 | -4 | -8 | 3.4 | 0.1
CC(C)(C)c1ccc(C(=S)NCCCn2ccnc2)cc1 | 22 | -5 | 1.3 | -0.3
CN(C)c1cccc(Nc2ccnc3c(-c4ccsc4)cnn23)c1 | -3 | -12 | 0.5 | 0.0
O=[N+]([O-])c1ccc(O)c(/C=N\Nc2ccnc3cc(Cl)ccc23)c1 | 8 | 17 | -0.9 | 0.2
COc1ccccc1/C=C1\C(=O)NC(=O)N(Cc2ccccc2)C1=O | 2 | -11 | 0.2 | -0.9
C=CCN1C(=O)N(c2cccc(C)c2)C(=O)C1CC(=O)Nc1cccc(F)c1 (centres undefined) | -9 | 5 | 0.2 | 0.2
Cc1nn(CCCC(=O)Nc2ccc(C#N)cc2)c(C)c1[N+](=O)[O-] | 3 | -3 | 0.5 | -0.1
CCOc1ccccc1N1C(=O)CC(Sc2ccccc2C(=O)O)C1=O (centres undefined) | -2 | 13 | -1.0 | 0.8
CCOC(=O)N1CCc2c(sc(NCc3cccc(OC)c3OC)c2C(=O)Nc2ccccc2OCC)C1 | -12 | -6 | 0.4 | 0.3
COc1ccc(OCC(CN(C)C2=NS(=O)(=O)c3ccccc32)OC(=O)c2ccc(C)cc2)cc1 (centres undefined) | 5 | 6 | 2.3 | 0.2
CC(Sc1ccccc1)C(=O)NN=C1CCCC1 (centres undefined) | 3 | 7 | 0.2 | -0.1
